Bioassay records from PubChem BioAssay.
aSyn UTR inh: MLPCN primary screen, SNCA 5' untranslated region; 300,000 compounds, 0.82% hits; alpha-synuclein 5'UTR reporter, inhibitor activity; inhibition, % (tested at 7.5 µM); AID 1813; in the data active = inhibition above about 60%; inconclusive = no clear call, values can overlap the other calls;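 note: H4 neuroglioblastoma cells stably carrying SNCA 5'UTR luciferase fusion; 0% = DMSO wells and 100% = positive control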
IEC-6 cytotox: IEC-6 cytotoxicity, counter-screen for KLF5 inhibitors; inhibition, % at 5 µM; luminescence viability; AID 1825; 290,000 compounds, 0.78% hits; in the data active = inhibition above about 22%;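 note: 0% = plate median of test compound wells and 100% = cytotoxic reference compound wells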
TRPC4 agonist: opens the mouse TRPC4 cation channel; AID 2237; 310,000 compounds, 0.49% hits; B-score at 10 µM; HEK293 TRPC4beta/mu-opioid, Fluo4 calcium fluorescence; active compounds read high;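 active = B-score above 5 SD of library B-scores, and initial fluorescence ratio not above library mean plus 5 SD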;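 note: positive B-score marks a calcium rise read as TRPC4 activation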
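Technique: kinetic Fluo4 calcium fluorescence; Test system: TRPC4beta and mu-opioid receptor HEK293 stable cells; Measure: B-scored integrated calcium fluorescence ratio; Benchmarks: low control buffer alone, high control maximal DAMGO; Schedule: 45 min room-temperature Fluo4 loading, 110 s read.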
TRPC4 potent: allosteric potentiators of mouse TRPC4 channel | HEK293 TRPC4beta/mu-opioid, DAMGO EC20, Fluo-4 Ca2+ flux; active compounds read high | B-score at 10 µM | Q9QUQ5 | 310,000 compounds, 0.42% hits;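 active = B-score of calcium response area above 5 SD of library B-scores, with initial fluorescence ratio within 5 SD of library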;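 note: B-score of integrated fluorescence ratio over time as area under calcium response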
TRPC6 activator: activators of mouse TRPC6 channel. Q61143. HEK293-TRPC6 membrane potential dye fluorescence; active compounds read high. B-score at 10 µM. 310,000 compounds, 0.13% hits. AID 2550;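 active = B-score of the integrated fluorescence ratio above library mean plus 3 SD, and starting fluorescence ratio within library mean plus 5 SD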;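 note: higher score means more depolarization so channel activation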
MrgX1 antagonist: human MrgX1 receptor antagonism, primary screen | B-score at 10 µM | Q96LB2 | MRGX1-HEK293 calcium flux, Fluo-4, BAM8-22 antagonism; active compounds read low | AID 588676 | 310,000 compounds, 1.3% hits;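 active = calcium-response B-score plate-corrected more than 3 library SD below zero, starting fluorescence within 5 deviations, no agonist response on first addition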;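 note: peak minus trough fluorescence over baseline after final BAM8-22 challenge near maximal dose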
Target sequence (Q96LB2 whole entry, looked up): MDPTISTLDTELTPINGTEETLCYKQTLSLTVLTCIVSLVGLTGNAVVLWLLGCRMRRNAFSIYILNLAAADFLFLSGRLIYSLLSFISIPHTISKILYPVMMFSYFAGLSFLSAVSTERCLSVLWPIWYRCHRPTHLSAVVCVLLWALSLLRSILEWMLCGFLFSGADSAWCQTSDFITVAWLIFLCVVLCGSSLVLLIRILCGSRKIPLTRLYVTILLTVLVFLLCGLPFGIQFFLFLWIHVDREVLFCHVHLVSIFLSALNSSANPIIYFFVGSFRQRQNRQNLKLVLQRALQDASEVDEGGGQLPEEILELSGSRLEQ
SKKanGAS inh: SKKanGAS growth inhibition. S. pyogenes SKKanGAS, kanamycin growth, BacTiter-Glo, 6 h. 300,000 compounds, 1.3% hits. inhibition, % at 7.5 µM;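 active = mean replicate score, as percent of positive control median, at least 50; inconclusive = mean below 50 but one replicate at or above 50; inactive = mean and every replicate below 50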;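 note: strain carries kanamycin resistance gene driven by streptokinase promoter and grows in 40 µg/ml kanamycin; loss of luminescence reflects streptokinase promoter inhibition or plain growth inhibition; 0% = median of DMSO wells and 100% = positive control at its reference dose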
TRPC4 block: inhibitors of mouse TRPC4 channel; AID 2247; 300,000 compounds, 0.39% hits; B-score at 10 µM; HEK293 TRPC4beta/mu-opioid, DAMGO-evoked Fluo4 calcium flux; active compounds read low;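 active = B-score over 3 SD under the library average, no early fluorescence shift, positive overall ratio signal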
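Signal: kinetic Fluo4 fluorescence imaging of calcium influx. Material: stable TRPC4beta/mu-opioid receptor HEK293 cells. Probe or stimulus: DAMGO in two steps, submaximal then maximal.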
HIF act: HIF pathway transcriptional activation; AID 1910; U2OS HRE-luciferase reporter, luminescence; normalized: DMSO 0%, desferrioxamine 100%; 300,000 compounds, 0.32% hits; activation, % at 7.5 µM (by protocol);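 active = mean activation of at least 10% of the iron chelator positive control signal, with at least half of replicates also reaching 10%; inconclusive = mean and replicate majority disagree about reaching 10%; inactive = mean and most replicates under 10%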
TRPC6 inh: mouse TRPC6 channel inhibition. Q61143. HEK293-TRPC6, membrane potential dye, ACh-evoked depolarization; active compounds read low. B-score at 10 µM. 310,000 compounds, 1.1% hits. AID 2553;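 active = B-score under library mean minus 3 SD, initial fluorescence not abnormally high, positive integrated signal ratio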;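 note: B-score derived from integrated fluorescence ratio over the kinetic read; more negative B-score means stronger inhibition of depolarization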
KLF5 inhibitor: kruppel-like factor 5 inhibition | DLD-1 KLF5 promoter-luciferase reporter, luminescence | inhibition, % at 5 µM | 290,000 compounds, 0.23% hits | AID 1700;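 active = inhibition above a per-plate limit of that plate's mean compound inhibition plus 3 SD, cut at about 60% in these data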;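 note: 0% = DMSO wells and 100% = LY294002 at 200 µM; higher means less KLF5 promoter-driven luciferase light; inactives centre near -14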
* hit, by the source's call; i = inactive; ? = inconclusive; nt = not tested or not shown.

SMILES	aSyn UTR inh	IEC-6 cytotox	TRPC4 agonist	TRPC4 potent	TRPC6 activator	MrgX1 antagonist	SKKanGAS inh	TRPC4 block	HIF act	TRPC6 inh	KLF5 inhibitor
O=C(NCCc1ccccn1)/C(=C/c1ccco1)NC(=O)c1ccccc1	3	-2	i	i	i	i	-5	i	-0.5	i	-6
N/C(COc1cc(Cl)cc(Cl)c1)=N\O	0	-2	i	i	i	i	0	i	0.9	i	-22
COc1cc(OC)c(/C=N/n2c(C)nnc2C)c(OC)c1	4	0	i	i	i	-4.8*	-1	i	-0.2	i	9
Cc1ccc(C(=O)CN2CCN(c3ccccn3)CC2)c(C)c1	9	2	i	i	i	nt	-3	i	2.1	i	-39
O=S(=O)(c1ccc2c(c1)CCCN2)N1CCCC2CCCCC21 (stereo unspecified)	28	9	i	i	i	i	12	i	-5.3	i	-1
C=CCC1(O)C(=O)N2C(=C1C(=O)OCC)c1ccc3ccccc3c1CC2(C)C (stereo unspecified)	14	-3	i	i	i	i	-1	i	-0.2	i	-16
COc1ccc(CN(CCC(c2ccccc2)c2ccco2)C(=O)c2ccco2)cc1 (stereo unspecified)	-22	-4	i	i	i	i	7	i	-0.2	i	-29
COc1ccc(NC(=O)CSc2nnc(-c3ccccn3)n2N)cc1Cl	-1	0	i	i	i	i	6	i	0.1	i	-22
O=[N+]([O-])c1nn(-c2ccc3c(c2)OCCO3)n(O)c1=NCc1ccc(F)cc1Cl	-140	-6	i	i	i	i	10	i	3.4	i	-43
CC1CCN(C(=O)c2ccc(CS(=O)(=O)Cc3ccccc3)cc2)CC1	-5	0	i	i	i	i	-3	i	0.4	i	-34
CCOC(=O)c1sc2nc(C)nc(NCc3ccccc3)c2c1C	18	4	i	i	i	i	10	i	-1.9	i	-5
Cc1ccccc1OCC(=O)N/N=C/c1ccc(Sc2nc3ccccc3s2)o1	-16	2	i	i	i	i	23	i	-0.1	i	-48
COc1ccc(CC(=O)Nc2cccc3ncccc23)cc1OC	13	6	i	i	i	i	-1	i	1.8	i	-13
CN(CC(=O)Nc1ccc(Cl)c(Cl)c1)C1CCCCC1	-14	-9	i	i	i	i	0	i	-0.5	i	-53
O=S(=O)(Cc1ccccc1)c1ccccc1-c1nnc(-c2ccccc2)o1	-7	0	i	i	i	i	-2	i	-0.7	i	-1
CCOc1cc(C2C3=C(CC(C)(C)CC3=O)N(CCCOC)C3=C2C(=O)CC(C)(C)C3)ccc1O	-10	-2	i	i	i	i	1	i	-21	i	-37
Cc1nnc(NC(=O)CSc2nnc3scc(-c4ccc(C)c(C)c4)n23)s1	34	-3	i	i	i	i	3	i	-0.1	i	-18
CCn1c(=O)c2c(O)cc(=O)oc2c2ccccc21	8	2	i	i	i	i	-1	i	-0.1	i	-15
Cc1oc2c(CN3CCOCC3)c(O)ccc2c(=O)c1-c1ccc(Br)cc1	11	1	i	i	i	i	-7	i	-0.3	i	-9
O=C(CNC(=O)c1cccs1)NCCN1CCN(c2ccccc2F)CC1	-15	1	i	i	i	i	-5	i	-0.2	i	-30
CC(=O)Nc1cccc(C(=O)NC2CCCc3c2cnn3-c2cc(C)cc(C)c2)c1 (stereo unspecified)	-12	7	i	i	i	i	-14	i	0.7	i	1
CC1CN(C(=S)Nc2cccc(Cl)c2Cl)CC(C)O1 (stereo unspecified)	9	-1	i	i	i	i	2	i	-0.4	i	-20
Cc1ccc(CN(C)C(=O)c2c(C)nn(-c3ccccc3)c2C)cc1	-5	-4	i	i	i	i	-1	i	0.6	i	1
Cc1ccc(S(=O)(=O)Nc2cccc(Oc3cnccn3)c2)cc1	-6	5	i	i	i	i	-16	i	-0.2	i	-12
NC(=O)CC[C@@H]1NC(=O)[C@H](CO)NC(=O)c2cc([N+](=O)[O-])cc(I)c2NCC[C@@H](C(N)=O)NC1=O	12	2	i	i	i	i	3	i	-0.1	i	7
O=C(Nc1cccc(S(=O)(=O)NC2=NCCC2)c1)C1CC(=O)N(c2ccc3c(c2)OCCO3)C1 (stereo unspecified)	3	2	i	i	i	i	28	i	0.3	i	5
CC(C)n1c(NCc2c[nH]c3ccccc23)nc2ccccc21	-5	-2	i	i	i	i	1	-8*	0.7	i	-38
O=C1/C(=C\c2cccnc2)CCc2ccccc21	-26	-1	i	i	i	i	0	i	0.4	i	-16
CCOC(=O)C1=C(C)C(c2ccccc2O)NC(=O)N1 (stereo unspecified)	19	3	i	i	i	i	-9	i	0.0	i	-23
CCS(=O)(=O)N1CCC(C(=O)NCCCN2CCC(Cc3ccccc3)CC2)CC1	17	3	i	i	i	i	6	i	-0.2	i	2
Cc1cccc(/C=N/NC(=O)CNc2cccc3ccccc23)n1	-18	38*	i	i	i	i	-2	i	0.1	i	-20
Cc1nn(CC(O)COc2ccc3c(c2)CCC3)c(C)c1C (stereo unspecified)	-7	-3	i	i	i	i	-4	i	0.2	i	-63
CCCN1C(=O)C(Cc2nc3ccccc3c(=O)n2-c2ccccc2)c2ccccc21 (stereo unspecified)	10	7	i	i	i	i	3	i	0.0	i	-11
CC(=O)CCc1ccc(OCC(O)CNC2CCCc3ccccc32)cc1 (stereo unspecified)	13	-3	i	i	i	i	27	i	-0.2	i	-52
N#Cc1c(N)c(C(=O)c2ccccc2)n2c1CCCC2	14	3	i	i	i	i	4	i	-0.1	i	-19
Cc1cc(Cl)ccc1OCC(=O)NC1CCCC1	-49	-5	i	i	i	i	-1	i	1.0	i	-67
Cc1ccccc1CN1CCC(CNC(=O)Nc2ccc(F)cc2F)CC1	6	-6	i	i	i	i	8	i	-0.6	i	-4
Clc1ccc(-c2nc(-c3cc4cc(Cl)ccc4o3)cs2)cc1	-1	-7	i	i	i	i	1	i	0.0	i	4
COc1ccccc1NS(=O)(=O)c1cc(C(=O)NCc2ccco2)ccc1C	24	2	i	i	i	i	-3	i	-0.1	i	-20
CCCCOc1ccc(N2CC(C(=O)NCCc3ccc(OC)c(OC)c3)CC2=O)cc1 (stereo unspecified)	16	3	i	i	i	i	-13	i	-0.3	i	0
Cc1ccccc1C(=O)NNC(=O)Cc1ccccc1	-15	1	i	i	i	i	9	i	-0.6	i	-4
O=C(COc1cccnc1[N+](=O)[O-])NCc1ccco1	21	-3	i	i	i	i	-7	i	-0.1	i	-16
O=c1c2ccccc2nc(SCc2cn3ccsc3n2)n1-c1ccccc1F	25	-2	i	i	i	i	-14	i	0.0	i	-34
CS(=O)(=O)N1CCC(C(=O)Nc2ccc3c(c2)OCCO3)CC1	13	2	i	i	i	i	-8	i	nt	i	-30
COc1ccc(NC(=O)COc2cccc3c2CCN(C)C3=O)c(OC)c1	-44	3	i	i	i	i	0	i	-0.3	i	-7
CC(=O)NC(=S)Nc1ccc(NC(=S)NC(=O)/C=C/c2ccco2)cc1	-1	-4	i	i	i	i	83*	i	1.7	i	-11
O=c1c2ccccc2nnn1Cc1ccccc1	5	-1	i	i	i	i	4	i	0.0	i	1
NC(=O)c1ccc(Nc2nnc(-c3ccc(O)cc3)c3ccccc23)cc1	7	-1	i	i	i	i	26	i	-0.4	i	5
COCCn1nnnc1C(c1cc2cc(C)ccc2[nH]c1=O)N1CCN(C2CCCCC2)CC1 (stereo unspecified)	5	4	i	i	i	i	-5	i	-0.1	i	-17
O=C(c1ccc(S(=O)(=O)NCC2CCCO2)cc1)N1CCN(c2ccccc2F)CC1 (stereo unspecified)	-7	3	i	i	i	i	-22	i	0.0	i	-17
CCOCCCNC(=O)C(NC(=O)c1ccc2c(c1)OCO2)c1ccccc1 (stereo unspecified)	-7	0	i	i	i	i	-3	i	0.3	i	-6
COc1cccc(C(=O)NC(=S)N2CCN(c3ccc(C(F)(F)F)cc3[N+](=O)[O-])CC2)c1	8	-1	i	i	i	i	70*	i	-0.2	i	-15
CCOC(=O)c1c(-c2ccc(-c3ccccc3)cc2)csc1NC(=O)C1C2CCC(O2)C1C(=O)O (stereo unspecified)	-5	-8	i	i	i	i	31	i	-0.6	i	-33
Cc1c(C(c2cc3c(cc2Br)OCO3)c2c(C)n(C)n(-c3ccccc3)c2=O)c(=O)n(-c2ccccc2)n1C	0	5	i	i	i	i	-13	i	-0.2	i	4
COc1cc2c(cc1OC)C(C)N(CCc1ccc(Cl)cc1)CC2 (stereo unspecified)	16	nt	i	i	i	i	12	-6*	0.5	i	nt
CCn1cc(S(=O)(=O)Nc2nc3ccc(OC)cc3s2)cn1	17	0	i	i	i	i	-3	i	0.1	i	-24
COC(=O)c1cc(S(=O)(=O)NCC2CCN(Cc3cc(C)ccc3C)CC2)cn1C	-4	2	i	i	i	i	-2	i	-0.4	i	-17
CC(=O)N1c2ccc(S(=O)(=O)N3CCC(C(=O)N4CC(C)CC(C)C4)CC3)cc2CC1C (stereo unspecified)	-9	4	i	i	i	i	3	i	-0.3	i	-27
O=C(NCc1cccc(C(F)(F)F)c1)c1cccc(S(=O)(=O)N2CCN(Cc3ccccc3)CC2)c1	1	-5	i	i	i	i	5	i	-0.2	i	-28
C/C(=N\Nc1ccccn1)c1ccc(OC(F)F)cc1	4	-6	i	i	i	i	7	i	7.5	i	-27

Additional entries:
SMILES	aSyn UTR inh	IEC-6 cytotox	TRPC4 agonist	TRPC4 potent	TRPC6 activator	MrgX1 antagonist	SKKanGAS inh	TRPC4 block	HIF act	TRPC6 inh	KLF5 inhibitor
CCc1ccc2[nH]c3nc(SCCN4CCOCC4)nnc3c2c1	-30	9	i	i	i	i	0	i	1.9	i	-53
Cc1ccc(Cc2nnc3n(-c4cccc(C)c4)nc(C(=O)c4ccccc4)n3c2=O)cc1	40	-3	i	i	i	i	26	i	0.2	i	-9
COc1ccc(CN(C)C(=O)c2cc(S(=O)(=O)N3CCCCCC3)ccc2OC)cc1OC	-13	-6	i	i	i	i	7	i	-0.2	i	-33
COc1ccc(NC(=O)c2ccc3c(c2)NC(=O)CS3)cc1S(=O)(=O)Nc1ccc(Br)cc1	12	18	i	i	i	i	?	i	1.2	i	-6
COc1ccc(CNc2cccc(F)c2)cc1Br	-12	-1	i	i	i	i	6	i	0.0	i	-19
